GPR55 beta-arrestin – GPR55 agonists via beta-arrestin recruitment, primary screen, imaging, U2OS cells, beta-arrestin-GFP redistribution (AID 1961) | U2OS GPR55 beta-arrestin-GFP redistribution imaging; higher % means a stronger effect | activation, % at 10 µM; hits with a dose series show EC50 in µM | 0.048% of 290,000 active;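 active = activation above 40% with more than 50 cells counted in the well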;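 note: U2OS osteosarcoma cells stably expressing GPR55 and beta-arrestin-GFP; plate controls were DMSO negative control for no effect and LPI positive control for full effect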
Myeloid diff MLP – myeloid differentiation induction. ER-HoxA9 myeloid progenitors, lysozyme-GFP differentiation, flow cytometry. calls only at 10 µM. 1% of 360,000 active;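 active = normalized GFP-positive differentiation at or above the plate's own cutoff, the solvent-only control mean plus 3 SD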;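 note: cells exposed to compound for four days before flow analysis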
KOR beta-arrestin-1 – kappa opioid receptor activators – cell-based, luminescence, uHTS, primary screen (AID 1777) | activation, % at 10 µM, or EC50 in µM where a hit was titrated | 0.02% of 280,000 active | KOR beta-arrestin recruitment, luminescence; higher % means a stronger effect; in the data active = activation above about 50%, passing the limit was not always enough; note: a part of the inactive calls stands beside numbers as strong as those of hits
HIV peptide binding – inhibitors of HIV fusion peptide binding, primary screen, biochemical, uHTS, fluorescence dequenching (AID 1986); cell-free peptide binding, fluorescence dequenching, 30 min; higher % means a stronger effect; 0.3% of 290,000 active; one-dose inhibition, % at 20 µM; IC50 in µM for titrated hits; in the data active = inhibition mostly above about 52%, no sharp cut-off; inactive = mostly below about 76%; note: some results filed as inactive read as strong as hits
NOD2 inhibition – inhibition of NOD2-driven NF-kB reporter – cell-based, luminescence, uHTS, HEK293 (AID 1566); HEK293 NOD2/NF-kB luciferase reporter, luminescence; higher % means a stronger effect; inhibition, % at 4 µM; hits with a dose series show EC50 in µM; 0.63% of 290,000 active; note: many of its hits are not listed in these tables
NOD1 inhibition – NOD1 signaling inhibitors, primary screen, cell-based, luminescence, uHTS (AID 1578). 1% of 290,000 active. NOD1-driven NF-kB luciferase reporter cells, luminescence; higher % means a stronger effect. one-dose inhibition, % at 4 µM; EC50 in µM for titrated hits; in the data active = inhibition mostly above about 36%, no sharp cut-off; inactive = mostly below about 34%;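 note: HEK-293T reporter cells stimulated with the NOD1 agonist gamma-tri-DAP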
KOR beta-arrestin-2 – KOR antagonists, beta-arrestin recruitment, cell-based, luminescence, uHTS (AID 1778); KOR beta-arrestin recruitment, luminescence, antagonist mode; higher % means a stronger effect; 0.091% of 290,000 active; one-dose inhibition, % at 10 µM; IC50 in µM for titrated hits; note: strong numbers were not always called active
GPR35 arrestin U2OS – GPR35 antagonists blocking zaprinast-driven arrestin recruitment, primary screen, imaging, U2OS, beta-arrestin-GFP, zaprinast agonist (AID 2058); U2OS GPR35 beta-arrestin-GFP translocation imaging, zaprinast antagonism; higher % means a stronger effect; inhibition, % at 10 µM, or IC50 in µM where a hit was titrated; 0.052% of 290,000 active;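 active = inhibition of at least 50% with at least 30 cells and total cytoplasm GFP at most 10,000,000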
GPR55 LPI antagonism – inhibition of LPI-stimulated GPR55 beta-arrestin translocation – imaging, U2OS, beta-arrestin-GFP, LPI agonist, primary screen (AID 2013); U2OS GPR55 beta-arrestin-GFP translocation imaging, LPI antagonism; higher % means a stronger effect; 0.13% of 290,000 active; one-dose inhibition, % at 10 µM; IC50 in µM for titrated hits;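 active = spots per cell inhibited over 60%, with over 100 cells counted and total cytoplasm intensity under 500,000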;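 note: U2OS cells stably carrying GPR55 and arrestin-GFP stimulated by 5 µM LPI near EC80; imaged beta-arrestin-GFP aggregate spots per cell after agonist stimulation; plate controls were LPI-stimulated DMSO wells for no effect and DMSO wells without LPI for full effect; some results filed as inactive read as strong as hits; confirmed hits need IC50 under 10 µM and bright autofluorescent wells are also inconclusive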
Myeloid diff MLP GFP+ MAC1+ % – further read-out of Myeloid diff MLP, marked with its call; GFP+ MAC1+ double positive, %; measured here: differentiation confirmed by MAC1 staining
An asterisk follows results filed as active; i = inactive; . = not tested or not shown; [ ] = remark or other dose. Cut-off read from the data, not from the text of the source, unless noted: active = inhibition above about 50%; inactive = the rest.

SMILES	GPR55 beta-arrestin	Myeloid diff MLP	Myeloid diff MLP GFP+ MAC1+ %	KOR beta-arrestin-1	HIV peptide binding	NOD2 inhibition	NOD1 inhibition	KOR beta-arrestin-2	GPR35 arrestin U2OS	GPR55 LPI antagonism
Cc1cc(C(=O)CSc2nc(N)cc(N)n2)c(C)n1C1CC1	-0.4%	i	0.7	-1.3%	7.4%	0.6%	-27.0%	-6.6%	14.8%	-2.1%
Cc1ccc(C(=O)NC(=S)N2CCN(C)CC2)cc1	-0.1%	i	0.7	-0.4%	-0.8%	5.3%	-21.2%	8.2%	2.2%	-0.9%
O=C(Nc1cccc(F)c1)Nc1ccc2c(c1)OCO2	0.3%	i	1.0	6.2%	0.2%	-70.6%	-80.9%	-3.2%	-2.9%	3.2%
COc1ccccc1NC1=C(Cl)C(=O)N(c2ccccc2)C1=O	0.1%	i	0.6	-0.6%	-2.1%	-1.9%	-27.5%	-7.4%	-3.2%	-2.3%
Cc1ccc(-c2nc(CN(Cc3cnn(C)c3)C(C)C)c(C)o2)o1	0.3%	i	0.2	0.8%	0.9%	4.2%	-19.9%	-5.6%	-12.0%	4.0%
Cc1c(/C=N/NC(=O)COc2ccccc2[N+](=O)[O-])c2ccccc2n1C	-0.3%	i	0.5	8.2%	-1.0%	7.6%	-4.4%	14.6%	9.5%	-1.8%
O=[N+]([O-])c1ccc(N/N=C/c2cccc(O)c2O)cc1	0.1%	i	0.3	-5.5%	7.8%	-150.9%	-117.3%	-4.9%[20 µM]	-12.0%	-7.9%
CC(=O)NC1=NN(C(C)=O)C(c2ccccn2)S1 (stereo unspecified)	0.3%	i	0.6	4.6%	0.0%	5.7%	24.9%	-22.7%	-5.5%	-4.6%
Cc1cnc(NC2=NCCC2)s1	-0.4%	i	1.5	-5.9%	-0.2%	-1.9%	-9.5%	6.6%	-2.7%	-1.4%
CCCCCc1cc(=O)oc2c(C(CCN3CCCCC3)c3cc(OC)c(OC)c(OC)c3)c(OC)cc(OC)c12 (stereo unspecified)	-0.1%	i	2.2	2.0%	0.0%	26.9%	3.7%	-14.3%	16.3%	31.4%
CCC(=O)N/N=C(\C)CC(=O)Nc1ccc2c(c1)OCCO2	-0.1%	i	0.4	.	-1.9%	-10.8%	-29.6%	-22.2%[20 µM]	13.7%	11.7%
CC(C)C(NC(=O)C1CCCCC1)C(=O)Nc1ccncc1 (stereo unspecified)	0.2%	i	0.7	0.9%	-3.3%	12.5%	-13.6%	-5.1%	10.9%	14.5%
CCOC(=O)/C=c1\sc2n(c1=O)CCN=2	-0.1%	i	6.2	4.7%	-2.7%	6.3%	3.5%	-21.1%	-3.8%	3.7%
CCc1cc(SC#N)ccc1N	-0.3%	i	0.1	-3.9%	-1.2%	8.3%	-42.0%	19.5%	-12.0%	-1.8%
Cc1ccc(SCc2cc(=O)[nH]c(/N=C(\N)Nc3cccc4ccccc34)n2)cc1	0.2%	i	0.1	-0.2%	-0.9%	3.9%	-11.6%	-18.4%	-1.0%	-2.1%
N/C(Cc1ccc([N+](=O)[O-])cc1)=N\OC(=O)C1CCCCC1	-0.1%	i	0.6	.	-0.7%	-21.4%	-30.9%	-33.2%[20 µM]	-1.8%	11.2%
CC(C(=O)NCCc1nc2ccccc2[nH]1)n1cc([N+](=O)[O-])cn1 (stereo unspecified)	-0.2%	i	0.3	-5.2%	-1.2%	3.8%	-12.3%	8.3%	14.3%	21.6%
CCN(CCCNC(=O)COc1cc(=O)n(CC)c2ccccc12)Cc1ccccc1	-0.1%	i	1.3	0.3%	1.9%	-9.2%	-47.7%	32.1%	-18.3%	10.2%
C#CCOc1ccc(Cl)cc1/C=C1/C(=O)ON=C1C	0.6%	i	0.7	-2.8%	1.9%	5.1%	-3.6%	-53.1%	-3.6%	-2.0%
Cc1cc(C)nc(Oc2ccc(Br)cc2)n1	-0.1%	i	0.7	-4.3%	-1.7%	11.3%	-0.4%	15.0%	-3.3%	7.2%
CCCN(CCC)CCCNC(=O)C1c2cc(OC)c(OC)cc2C(=O)N(C)C1c1cccs1 (stereo unspecified)	-0.1%	i	0.2	15.4%	3.5%	-3.6%	-0.5%	-74.0%	1.7%	10.8%
CCn1c(SCC(=O)c2ccc(O)c(O)c2)nnc1-c1ccc(C)cc1	-0.1%	i	0.7	1.1%	-1.9%	2.5%	-22.8%	-18.1%	8.8%	7.6%
O=[N+]([O-])c1ccccc1S(=O)(=O)Nc1nc2ccccc2s1	-0.1%	i	0.3	0.7%	3.1%	1.8%	-30.3%	-2.4%	2.7%	12.1%
CN1C(C(=O)Nc2cccc(O)c2)=CC(c2cccs2)=NS1(=O)=O	0.4%	i	2.3	0.3%	0.9%	2.8%	-8.9%	-6.6%[20 µM]	0.9%	-2.5%
Cn1c(SCc2cccnc2)nc2c(c1=O)SCC2	-0.1%	i	0.7	1.8%	-2.2%	14.5%	-36.5%	-51.1%[20 µM]	-10.0%	-8.8%
SMILES	GPR55 beta-arrestin	Myeloid diff MLP	Myeloid diff MLP GFP+ MAC1+ %	KOR beta-arrestin-1	HIV peptide binding	NOD2 inhibition	NOD1 inhibition	KOR beta-arrestin-2	GPR35 arrestin U2OS	GPR55 LPI antagonism
COC(=O)CNC(=O)C(C)(C)Oc1ccc(Cl)cc1	-0.1%	i	1.3	-2.1%	1.9%	15.0%	-12.6%	-1.8%	-7.0%	13.9%
COc1cccc(NC(=S)NC(=O)/C=C/c2ccco2)c1	0.2%	i	1.0	-4.0%	16.2%	-3.1%	-35.0%	-34.1%	2.5%	3.1%
O=C(Cc1ccccc1)Nc1cccc(NC(=O)c2cccs2)c1	-0.1%	i	0.6	.	0.8%	-42.8%	-34.8%	13.4%[20 µM]	-4.5%	7.4%
Nc1ccc(N2CCOCC2)c(Cl)c1	0.2%	i	0.6	-5.1%	-3.1%	-0.6%	-12.2%	17.1%	3.5%	-0.4%
CCOC(=O)NC(Nc1cc(C)ccn1)(C(F)(F)F)C(F)(F)F	0.3%	i	0.9	-2.3%	4.9%	6.3%	-3.6%	1.4%	13.0%	3.0%
NC(=S)C(c1ccccc1)c1ncc(C(F)(F)F)cc1Cl (stereo unspecified)	0.0%	i	1.0	4.4%	1.0%	5.8%	2.6%	8.5%	2.2%	8.1%
CCc1ccccc1NC(=O)CSc1nc2ccccc2n1CC(=O)N(C)C	0.2%	i	5.6	.	0.4%	0.8%	-6.7%	.	10.2%	8.5%
O=C(c1ccc(F)cc1)c1c[nH]c(C(=O)NCc2cccnc2)c1	-0.4%	i	1.9	-4.4%	-0.4%	-1.6%	-11.2%	30.0%	4.7%	-15.0%
CC1(C)Cc2ccccc2C(C(=O)c2ccccc2)=N1	0.0%	i	0.4	1.0%	-0.7%	9.8%	-7.2%	-3.6%	8.9%	0.8%
Cc1ccc2nc(C3CCN(S(=O)(=O)c4ccc5ccccc5c4)CC3)[nH]c2c1	0.2%	i	1.3	-0.1%	-0.4%	-18.5%	17.3%	-99.5%	12.8%	-7.3%
CC1CCc2c(c3ccccc3[nH]c2=O)O1 (stereo unspecified)	-0.1%	i	0.6	-8.4%	2.6%	23.8%	13.5%	0.2%	-2.8%	0.5%
Cc1csc(=Nc2ccccc2)n1CCCN1CCCC1=O	-0.2%	i	1.3	6.1%	0.0%	7.8%	-24.9%	-34.9%	-2.4%	-2.7%
CCS(=O)(=O)N1CCc2cc(OC)c(OC)cc2C1	-0.3%	i	0.4	-0.2%	1.1%	13.4%	2.2%	-23.2%	-4.4%	2.4%
CC(=O)Nc1ccc(S(=O)(=O)C(C#N)c2nc3ccccc3nc2NCCO)cc1 (stereo unspecified)	0.2%	i	0.5	-0.4%	3.5%	14.3%	-9.2%	-4.6%	-0.7%	1.1%
COC(=O)C1=C(C)Nc2c(c(=O)n(C)c(=O)n2C)C1c1cccs1 (stereo unspecified)	-0.3%	i	0.8	-3.8%	2.2%	6.0%	-3.5%	14.2%	1.2%	1.8%
NCC(c1ccc(Cl)cc1Cl)c1c[nH]c2ccccc12 (stereo unspecified)	-0.1%	i	0.7	-1.2%	-1.4%	16.0%	-8.5%	-54.1%	-6.8%	35.7%
CC(=O)N1CC(C)Sc2ccc(S(=O)(=O)NCCc3ccccc3)cc21 (stereo unspecified)	-0.4%	i	10.9	8.1%	0.7%	39.1%	20.1%	-26.1%	-9.2%	-11.9%
O=C(NCc1ccccc1F)C1CCCN(C(=O)Nc2ccc(F)cc2)C1 (stereo unspecified)	-0.1%	i	0.5	5.4%	-0.2%	-25.8%	-41.2%	-45.2%	-7.8%	-5.0%
O=C1NC(Cc2c[nH]c3ccccc23)C(=O)N1c1ccc(F)cc1 (stereo unspecified)	-0.1%	i	0.6	-3.6%	2.2%	11.4%	-14.6%	6.3%	2.4%	62.0%
O=S(=O)(NCc1ccco1)c1ccccc1Br	0.0%	i	1.3	-0.6%	-1.3%	15.8%	2.2%	16.5%	-9.2%	-9.3%
CSc1ccc(CCNC(=O)Cn2ncc3c([nH]c4ccccc43)c2=O)cc1	-0.2%	i	0.0	-6.4%	-0.3%	16.6%	-16.8%	-5.2%	-6.4%	-4.9%
CCOc1ccc(N(C(=O)c2cnsn2)C(C(=O)NC2CCCCC2)c2ccncc2)cc1 (stereo unspecified)	-0.2%	i	0.1	-7.3%	-0.4%	-8.4%	-17.3%	35.4%	-0.7%	7.6%
Cc1ccc(S(=O)(=O)NC(CC(C)C)C(=O)N2CC(C)OC(C)C2)cc1 (stereo unspecified)	-0.2%	i	0.6	6.8%	-0.3%	.	.	18.1%	11.6%	-15.7%
CCc1ccc(S(=O)(=O)N(C(=O)c2ccncc2)c2ccc(OC(=O)c3ccncc3)cc2)cc1	0.2%	i	1.0	3.9%	1.1%	-3.0%	1.6%	-7.4%	7.3%	1.9%
O=c1ccn(-c2cccc(C(F)(F)F)c2)nc1-c1ccn(-c2ccccc2F)n1	0.2%	i	1.0	1.7%	0.5%	22.2%	24.4%	-6.2%	0.7%	9.1%
CCOC(=O)c1c(C)nc2ccccc2c1-c1ccccc1	-0.3%	i	1.3	2.4%	-3.3%	8.3%	53.9%	-42.0%	-22.7%	-23.0%

Molecules above containing a CF3 group (three):
SMILES	GPR55 beta-arrestin	Myeloid diff MLP	Myeloid diff MLP GFP+ MAC1+ %	KOR beta-arrestin-1	HIV peptide binding	NOD2 inhibition	NOD1 inhibition	KOR beta-arrestin-2	GPR35 arrestin U2OS	GPR55 LPI antagonism
CCOC(=O)NC(Nc1cc(C)ccn1)(C(F)(F)F)C(F)(F)F	0.3%	i	0.9	-2.3%	4.9%	6.3%	-3.6%	1.4%	13.0%	3.0%
NC(=S)C(c1ccccc1)c1ncc(C(F)(F)F)cc1Cl (stereo unspecified)	0.0%	i	1.0	4.4%	1.0%	5.8%	2.6%	8.5%	2.2%	8.1%
O=c1ccn(-c2cccc(C(F)(F)F)c2)nc1-c1ccn(-c2ccccc2F)n1	0.2%	i	1.0	1.7%	0.5%	22.2%	24.4%	-6.2%	0.7%	9.1%

Assay outcomes deposited in PubChem BioAssay by several laboratories.

Some of the compounds tested; rates above refer to the full screens.
